From PubChem BioAssay
LYPLA1 counter – LYPLA1 inhibitors, primary screen, counter-screen for PME1 inhibitor project, biochemical, fluorescence polarization, FP-Rh probe ABPP; Acyl-protein thioesterase 1 (Homo sapiens), O75608; recombinant LYPLA1; inhibition, % at 5.9 µM; actives 0.16% (n = 320,000); AID 2174, 2009;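 active means inhibition above the mean of all tested compounds plus 3 SD, set per campaign, cut at about 14% in these data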;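 further: inhibitors block serine hydrolase probe labeling of LYPLA1 so polarization falls; 0% = enzyme with DMSO and 100% = wells lacking LYPLA1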
Target sequence (O75608 whole entry, looked up): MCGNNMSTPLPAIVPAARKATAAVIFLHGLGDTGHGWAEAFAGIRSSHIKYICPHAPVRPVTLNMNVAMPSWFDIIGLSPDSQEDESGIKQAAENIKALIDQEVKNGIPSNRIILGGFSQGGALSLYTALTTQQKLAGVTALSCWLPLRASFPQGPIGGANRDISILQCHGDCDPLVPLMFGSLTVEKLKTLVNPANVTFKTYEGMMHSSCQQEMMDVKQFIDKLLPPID
PAFAH1B2 FP inh – PAFAH1B2 enzyme inhibitors, primary screen, biochemical, fluorescence polarization, human; Platelet-activating factor acetylhydrolase IB subunit alpha2 (Homo sapiens), P68402; recombinant PAFAH1B2, FP-rhodamine activity probe; actives 1.2% (n = 340,000); inhibition, % at 3.39 µM;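 active means inhibition above the mean of all tested compounds plus 3 SD, cut at about 24% in these data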;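 further: 0% = enzyme with DMSO and 100% = wells lacking PAFAH1B2; many of its hits are not listed in these tables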
LYPLA2 counter – LYPLA2 inhibitors, primary screen, counter-screen for PME1 inhibitor project, biochemical, fluorescence polarization, FP-Rh probe ABPP; Acyl-protein thioesterase 2 (Homo sapiens), O95372; actives 0.38% (n = 320,000); inhibition, % at 5.9 µM; AID 2177, 2009; recombinant LYPLA2;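 active means inhibition above the screen-wide mean plus 3 SD, limit set per campaign, cut at about 26% in these data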;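 further: 0% = LYPLA2 with DMSO and 100% = wells lacking LYPLA2 enzyme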
Target sequence (O95372 whole entry, looked up): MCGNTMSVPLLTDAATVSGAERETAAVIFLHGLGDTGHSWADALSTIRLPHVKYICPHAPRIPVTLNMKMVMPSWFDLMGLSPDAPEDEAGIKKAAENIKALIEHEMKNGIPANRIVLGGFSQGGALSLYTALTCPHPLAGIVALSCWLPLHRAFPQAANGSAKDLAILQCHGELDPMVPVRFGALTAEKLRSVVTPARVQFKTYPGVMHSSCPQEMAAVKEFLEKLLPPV
PME-1 inh – PME-1 inhibitors via competitive probe labeling, primary screen, biochemical, fluorescence polarization, FP-Rh probe, HTS. Protein phosphatase methylesterase 1 (Homo sapiens), Q9Y570. inhibition, % at 5.9 µM. AID 2130, 2009. actives 0.53% (n = 320,000). recombinant PME-1;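 active means inhibition above the campaign mean of all compounds plus 3 SD, cut at about 26% in these data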;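 further: competitive labeling of PME-1 active site by serine hydrolase directed probe; 0% = PME-1 with DMSO and 100% = wells lacking PME-1 enzyme; inhibitors block probe labeling so polarization falls and inhibition rises; many of its hits are not listed in these tables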
pPAFAH inh – pPAFAH enzyme inhibitors, primary screen, biochemical, fluorescence polarization, human; actives 1.5% (n = 330,000); recombinant pPAFAH, FP-rhodamine probe fluorescence polarization; inhibition, % at 3.39 µM;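 active means inhibition above the mean inhibition across the screen plus 3 SD, cut at about 25% in these data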;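 further: inhibitors block binding of the rhodamine activity-based probe so polarization drops; 0% = enzyme with DMSO and 100% = wells lacking pPAFAH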
Target sequence (Q13093 whole entry, looked up): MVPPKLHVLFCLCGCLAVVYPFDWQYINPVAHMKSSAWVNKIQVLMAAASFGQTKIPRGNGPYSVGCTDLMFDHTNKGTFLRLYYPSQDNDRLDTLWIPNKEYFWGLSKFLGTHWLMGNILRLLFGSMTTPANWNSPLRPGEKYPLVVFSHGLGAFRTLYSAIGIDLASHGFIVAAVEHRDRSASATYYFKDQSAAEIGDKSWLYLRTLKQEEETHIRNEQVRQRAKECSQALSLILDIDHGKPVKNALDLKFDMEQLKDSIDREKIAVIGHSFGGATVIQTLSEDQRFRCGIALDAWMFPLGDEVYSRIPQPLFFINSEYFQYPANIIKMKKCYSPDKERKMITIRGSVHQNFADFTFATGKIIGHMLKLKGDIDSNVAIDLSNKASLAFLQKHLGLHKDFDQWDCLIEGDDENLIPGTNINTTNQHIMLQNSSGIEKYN
PAFAH1B3 inh – PAFAH1B3 enzyme inhibitors, primary screen, biochemical, fluorescence polarization, human; Platelet-activating factor acetylhydrolase IB subunit alpha1 (Homo sapiens), Q15102; actives 0.28% (n = 340,000); recombinant PAFAH1B3, FP-rhodamine probe; inhibition, % at 3.39 µM; AID 492972, 2010;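 active means inhibition above the screen-wide average of all tested compounds plus 3 SD, cut at about 25% in these data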;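 further: 0% = enzyme with DMSO only and 100% = wells lacking PAFAH1B3 protein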
PAD4 inh – human PAD4 inhibitors, primary screen, biochemical, fluorescence polarization, 1536-well format; Protein-arginine deiminase type-4 (Homo sapiens), Q9UM07; recombinant PAD4, RCA probe fluorescence polarization; inhibition, % at 6.36 µM; actives 0.41% (n = 330,000);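 active means percent inhibition above a cutoff equal to the mean of all tested compounds plus 3 SD, cut at about 15% in these data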;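 further: 0% = PAD4 with RCA probe and DMSO and 100% = probe without PAD4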
PAFAH2 FP inh – PAFAH2 enzyme inhibitors, primary screen, biochemical, fluorescence polarization, human; inhibition, % at 3.39 µM; recombinant PAFAH2, FP-rhodamine activity probe; actives 0.99% (n = 340,000); AID 492956, 2010;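 active means inhibition above the mean over all tested compounds plus 3 SD, cut at about 30% in these data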;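 further: inhibitors block probe labeling of enzyme so polarization drops; 0% = enzyme with DMSO and 100% = wells lacking PAFAH2 protein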
GSTO1 inh – inhibitors of recombinant GSTO1, primary screen, counter-screen for RBBP9 inhibitor project, biochemical, fluorescence polarization. Glutathione S-transferase omega-1 (Homo sapiens), P78417. activity-based probe fluorescence polarization. inhibition, % at 5.96 µM. actives 1.1% (n = 300,000);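 active means inhibition above the campaign mean inhibition plus 3 SD, cut at about 35% in these data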;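 further: 0% = GSTO1-1 with DMSO and 100% = wells lacking GSTO1-1 enzyme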
An asterisk follows results filed as active. A portion of the library; count on the stated rates, not on these rows.

Results for Oc1ccc(Cl)cc1CNc1cnc2ccccc2c1 ?
LYPLA1 counter: -4.3; PAFAH1B2 FP inh: 1.3; LYPLA2 counter: -1.2; PME-1 inh: 2.1; pPAFAH inh: 0.4; PAFAH1B3 inh: 10.1; PAD4 inh: 0.2; PAFAH2 FP inh: 12.7; GSTO1 inh: -1.1

What do the screens show for `O=C1[C@@H]2Cc3c([nH]c4ccccc34)CN2C(=O)CN1CCCO`?
LYPLA1 counter: -15.2; PAFAH1B2 FP inh: 0.5; LYPLA2 counter: 1.2; PME-1 inh: -0.2; pPAFAH inh: 3.6; PAFAH1B3 inh: 7.8; PAD4 inh: -2.4; PAFAH2 FP inh: -0.3; GSTO1 inh: 2.5

Results for CN(CC(=O)Nc1ccc(Cl)cc1)C(=O)CNC(=O)c1ccc2c(c1)OCO2 ?
LYPLA1 counter: 0.9; PAFAH1B2 FP inh: 2.6; LYPLA2 counter: -3.1; PME-1 inh: -1.6; pPAFAH inh: -0.4; PAFAH1B3 inh: 2.7; PAD4 inh: 1.8; PAFAH2 FP inh: 0.1; GSTO1 inh: -0.5

Results for Cc1nc(NCCc2ccccc2F)c(C#N)c(C)c1[N+](=O)[O-] ?
LYPLA1 counter: -3.9; PAFAH1B2 FP inh: 1.8; LYPLA2 counter: -2.6; PME-1 inh: 6.3; pPAFAH inh: 1.5; PAFAH1B3 inh: 1.0; PAD4 inh: -1.2; PAFAH2 FP inh: 4.0; GSTO1 inh: 5.3

Results for CC(C)(C)c1csc(NC(=O)c2ccc(Br)o2)n1 ?
LYPLA1 counter: -1.7; PAFAH1B2 FP inh: 17.8; LYPLA2 counter: -8.1; PME-1 inh: 3.3; pPAFAH inh: 1.6; PAFAH1B3 inh: 1.2; PAD4 inh: 1.1; PAFAH2 FP inh: 16.9; GSTO1 inh: -6.5

How did CC(O)(C#CCN1CCCC1)c1ccccc1 (stereo not given) do in these assays?
LYPLA1 counter: -2.9; PAFAH1B2 FP inh: 4.7; LYPLA2 counter: -2.3; PME-1 inh: -5.8; pPAFAH inh: -1.5; PAFAH1B3 inh: 5.6; PAD4 inh: -3.7; PAFAH2 FP inh: 6.8; GSTO1 inh: 10.1

How did Cc1cc(NC(=O)CSc2nc3c(cnn3-c3cccc(Cl)c3)c(=O)[nH]2)no1 do in these assays?
PAFAH1B2 FP inh: 11.0; pPAFAH inh: 2.8; PAFAH1B3 inh: -0.6; PAD4 inh: 0.9; PAFAH2 FP inh: -0.1

What do the screens show for `Brc1ccc(-c2csc3ncnc(-n4nnc5ccccc54)c23)cc1`?
LYPLA1 counter: -5.4; PAFAH1B2 FP inh: 1.2; LYPLA2 counter: -0.6; PME-1 inh: 5.2; pPAFAH inh: -2.4; PAFAH1B3 inh: -0.5; PAD4 inh: -1.8; PAFAH2 FP inh: 0.2; GSTO1 inh: -1.1

How did Cc1cc(C)cc(N(CC(=O)NC(C)(C)C)C(=O)CCC(=O)Nc2nccs2)c1 do in these assays?
LYPLA1 counter: 0.0; PAFAH1B2 FP inh: 0.9; LYPLA2 counter: -1.3; PME-1 inh: -2.5; pPAFAH inh: -2.5; PAFAH1B3 inh: 13.2; PAD4 inh: -4.9; PAFAH2 FP inh: -3.1; GSTO1 inh: 5.6

What do the screens show for `COC(=O)C(C(=O)Nc1ccccc1C)C1CCCCCC1` (stereo not given)?
LYPLA1 counter: 2.8; LYPLA2 counter: -2.1; PME-1 inh: -1.5; pPAFAH inh: -3.3; PAD4 inh: -0.7; GSTO1 inh: -4.2

How did COc1ccc(NC(=O)CCCCn2c(=O)[nH]c3ccccc3c2=O)cc1 do in these assays?
LYPLA1 counter: 2.3; PAFAH1B2 FP inh: 5.1; LYPLA2 counter: 9.1; PME-1 inh: -2.4; pPAFAH inh: 4.3; PAFAH1B3 inh: 12.7; PAD4 inh: -3.6; PAFAH2 FP inh: -5.5; GSTO1 inh: 5.2

How did NC(=NCCc1ccccc1)NC(=O)c1cc(Cl)ccc1O do in these assays?
LYPLA1 counter: -0.5; PAFAH1B2 FP inh: 6.4; LYPLA2 counter: -1.8; PME-1 inh: 2.2; pPAFAH inh: 9.7; PAFAH1B3 inh: 10.5; PAD4 inh: 0.3; PAFAH2 FP inh: -2.7; GSTO1 inh: 5.2

How did C=C(c1ccccc1O)n1ccnc1 do in these assays?
LYPLA1 counter: -4.6; PAFAH1B2 FP inh: 2.9; LYPLA2 counter: -9.4; PME-1 inh: -1.6; pPAFAH inh: -10.6; PAFAH1B3 inh: 2.7; PAD4 inh: 1.1; PAFAH2 FP inh: 0.2; GSTO1 inh: -3.9

Results for Cc1cc(C)c(-c2csc(NC(=O)/C=C/c3cccs3)n2)c(C)c1 ?
LYPLA1 counter: -14.2; PAFAH1B2 FP inh: -2.1; LYPLA2 counter: -27.8; PME-1 inh: -15.8; pPAFAH inh: -13.3; PAFAH1B3 inh: -16.0; PAD4 inh: -2.2; PAFAH2 FP inh: -20.4; GSTO1 inh: -8.4

What do the screens show for `COCCNC(=O)CSc1nnc(-c2ccccc2)c(-c2ccccc2)n1`?
LYPLA1 counter: 4.3; PAFAH1B2 FP inh: 5.7; LYPLA2 counter: 10.2; PME-1 inh: 1.6; pPAFAH inh: 0.2; PAFAH1B3 inh: -4.3; PAD4 inh: -0.5; PAFAH2 FP inh: -7.7; GSTO1 inh: 6.2

How did COC(=O)c1ccccc1NC(=O)CSc1n[nH]c(-c2ccco2)n1 do in these assays?
LYPLA1 counter: -2.4; PAFAH1B2 FP inh: 0.5; LYPLA2 counter: -2.6; PME-1 inh: -1.4; pPAFAH inh: 0.4; PAFAH1B3 inh: 2.6; PAD4 inh: -5.7; PAFAH2 FP inh: 2.6; GSTO1 inh: -1.4

How did COC(=O)c1c(NC(=O)CCS(=O)(=O)c2ccccc2)sc2c1CCN(C)C2 do in these assays?
LYPLA1 counter: -3.1; PAFAH1B2 FP inh: -1.1; LYPLA2 counter: 1.9; PME-1 inh: 1.9; pPAFAH inh: -1.2; PAFAH1B3 inh: 6.3; PAD4 inh: 0.7; PAFAH2 FP inh: 4.2; GSTO1 inh: 3.4

How did CN(C)C(CNC(=O)c1ccc(S(=O)(=O)Nc2ccccc2)cc1)c1ccco1 (stereo not given) do in these assays?
LYPLA1 counter: 0.9; PAFAH1B2 FP inh: 1.8; LYPLA2 counter: 2.0; PME-1 inh: 6.9; pPAFAH inh: 29.3*; PAFAH1B3 inh: 5.6; PAD4 inh: 1.9; PAFAH2 FP inh: 1.1; GSTO1 inh: -1.3

Results for O=C(COC(=O)c1nc(Cl)ccc1Cl)Nc1ccc2[nH]c(=O)[nH]c2c1 ?
LYPLA1 counter: -5.0; PAFAH1B2 FP inh: 3.2; LYPLA2 counter: -7.4; PME-1 inh: -6.8; pPAFAH inh: -5.1; PAFAH1B3 inh: 6.5; PAD4 inh: -9.9; PAFAH2 FP inh: -3.9; GSTO1 inh: -0.2

How did COc1ccc(NC(=O)N(CCCN2CCOCC2)Cc2cccnc2)c(OC)c1 do in these assays?
LYPLA1 counter: -1.2; PAFAH1B2 FP inh: 0.8; LYPLA2 counter: -1.7; PME-1 inh: -4.1; pPAFAH inh: -1.6; PAFAH1B3 inh: 6.6; PAD4 inh: 0.7; PAFAH2 FP inh: -9.8; GSTO1 inh: 4.0

What do the screens show for `O=S(=O)(Nc1ccc2c(c1)OCO2)c1cccc(Br)c1`?
LYPLA1 counter: 1.0; PAFAH1B2 FP inh: 6.4; LYPLA2 counter: 1.5; PME-1 inh: 3.3; pPAFAH inh: 8.1; PAFAH1B3 inh: 8.3; PAD4 inh: 1.2; PAFAH2 FP inh: 4.5

How did CCCC(C(=O)NC(C)(C)CC)N(Cc1ccco1)C(=O)CNS(=O)(=O)c1ccccc1 (stereo not given) do in these assays?
LYPLA1 counter: -0.5; PAFAH1B2 FP inh: 4.1; LYPLA2 counter: -0.8; PME-1 inh: 1.3; pPAFAH inh: 17.2; PAFAH1B3 inh: 2.1; PAD4 inh: 4.1; PAFAH2 FP inh: 0.3; GSTO1 inh: 3.0

Results for COc1ccccc1N1CCN(/N=C/c2ccccc2C(=O)O)CC1 ?
LYPLA1 counter: -2.4; PAFAH1B2 FP inh: 3.4; LYPLA2 counter: 0.5; PME-1 inh: 4.7; pPAFAH inh: 7.4; PAFAH1B3 inh: 5.1; PAD4 inh: -8.7; PAFAH2 FP inh: -3.9; GSTO1 inh: 5.2

What do the screens show for `COc1ccc(NC(=S)Nc2ccccn2)c(OC)c1`?
LYPLA1 counter: -0.9; PAFAH1B2 FP inh: 4.2; LYPLA2 counter: -0.6; PME-1 inh: 8.8; pPAFAH inh: 18.7; PAFAH1B3 inh: 11.1; PAD4 inh: 1.0; PAFAH2 FP inh: 2.3; GSTO1 inh: -3.4

Results for O=C(COc1ccccc1)Nc1nnc(C23CC4CC(CC(C4)C2)C3)s1 ?
LYPLA1 counter: -3.2; PAFAH1B2 FP inh: 9.3; LYPLA2 counter: -6.0; PME-1 inh: -4.0; pPAFAH inh: -1.6; PAFAH1B3 inh: -2.0; PAD4 inh: 1.2; PAFAH2 FP inh: 11.9; GSTO1 inh: 0.5

How did COC(CNC(=O)CN1CCN(Cc2ccccc2F)C1=O)OC do in these assays?
LYPLA1 counter: 0.2; PAFAH1B2 FP inh: 11.2; LYPLA2 counter: -10.7; PME-1 inh: 1.1; pPAFAH inh: -3.0; PAFAH1B3 inh: 0.3; PAD4 inh: -0.1; PAFAH2 FP inh: 7.3; GSTO1 inh: -2.5

Results for O=C(CN1C(=O)C2CC=CCC2C1=O)NCC(=O)Nc1ccc(F)c(F)c1 (stereo not given) ?
LYPLA1 counter: 1.2; PAFAH1B2 FP inh: 1.1; LYPLA2 counter: 3.3; PME-1 inh: 5.0; pPAFAH inh: -2.9; PAFAH1B3 inh: 6.6; PAD4 inh: -1.8; PAFAH2 FP inh: 3.5; GSTO1 inh: -3.7

Results for CCN(Cc1nc(-c2cccc(Cl)c2)no1)CC1CCCO1 (stereo not given) ?
LYPLA1 counter: 0.1; PAFAH1B2 FP inh: -2.5; LYPLA2 counter: 1.9; PME-1 inh: -3.2; pPAFAH inh: 0.1; PAFAH1B3 inh: -1.4; PAD4 inh: -0.1; PAFAH2 FP inh: 1.6; GSTO1 inh: 3.0

What do the screens show for `Cc1cccc(NC(=O)CSc2ccc(-c3cccs3)nn2)c1C`?
LYPLA1 counter: -5.1; PAFAH1B2 FP inh: -5.2; LYPLA2 counter: -6.7; PME-1 inh: -5.6; pPAFAH inh: 1.1; PAFAH1B3 inh: -1.8; PAD4 inh: -6.3; PAFAH2 FP inh: -18.3; GSTO1 inh: -5.6
